# Screening data deposited in PubChem by Sanford-Burnham Center for Chemical Genomics.
# UPR CHOP act: apoptotic UPR (CHOP) activation; CHO-CHOP luciferase reporter, luminescence; percent of tunicamycin response over DMSO baseline; activation, % at 10 µM; hit rate 0.34% among 330,000; AID 449763;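 active means at 10 µM dose, activation of 40% or more, normalized to positive control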;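 further: 100% = tunicamycin at 10 µg/mL and 0% = DMSO alone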
#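 System: CHO-CHOP luciferase reporter cell line; amount: 500 cells/well; buffer or medium: F12 medium containing 10% fetal bovine serum; incubation: 6 h compound exposure at 37 °C after overnight seeding; measured by: luciferase luminescence after 10 min with Steady-Glo reagent; evaluation: % reporter activation, DMSO baseline versus tunicamycin full activation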
# APJ agonist: APJ receptor agonism; P35414; CHO-K1 APJ PathHunter beta-arrestin, luminescence; 0% DMSO wells, 100% apelin; activation, % at 20 µM; hit rate 0.11% among 330,000; AID 2520;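 active means activation more than six SD over the plate average, tested at 20 µM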;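 further: 0% = DMSO alone and 100% = apelin-13 at 10 nM; some results filed as inactive read as strong as hits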
# Target sequence (P35414 whole entry, looked up): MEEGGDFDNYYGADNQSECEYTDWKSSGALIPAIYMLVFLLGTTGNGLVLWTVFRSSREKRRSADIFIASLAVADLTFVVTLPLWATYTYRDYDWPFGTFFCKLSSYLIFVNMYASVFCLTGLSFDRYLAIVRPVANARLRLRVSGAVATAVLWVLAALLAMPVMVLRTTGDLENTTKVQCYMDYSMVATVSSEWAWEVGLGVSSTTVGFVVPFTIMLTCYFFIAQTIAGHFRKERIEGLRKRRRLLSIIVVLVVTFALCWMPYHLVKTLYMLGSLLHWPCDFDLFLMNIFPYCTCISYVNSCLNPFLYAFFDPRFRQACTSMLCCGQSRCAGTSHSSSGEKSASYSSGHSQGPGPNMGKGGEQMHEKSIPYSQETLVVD
#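 Material: engineered CHO-K1 APJ arrestin reporter cells; amount: 1000 CHO-K1 reporter cells seeded per well; incubation: compound stimulation 90 min at 25 °C, detection 60 min; signal: luminescent beta-gal fragment complementation, chemiluminescent substrate; read-out basis: APJ agonist activity; controls: DMSO-only wells as negative, 10 nM Apelin-13 as positive control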
# XBP1 UPR activ: activators of adaptive arm of unfolded protein response (XBP1); CHO-XBP1 luciferase reporter, IRE1-XBP1 UPR activation, luminescence; percent of tunicamycin response, DMSO as zero; activation, % at 20 µM; AID 463104; hit rate 0.33% among 330,000;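 active means versus positive control, 20 µM dose yields 30% or more activation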;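 further: 100% = tunicamycin at 10 µg/mL and 0% = DMSO only wells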
#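 Material: CHO-XBP1 cells stably carrying IRE1-XBP1-driven luciferase reporter | Medium: F12 with 10% serum | Compound dosing: 20 µM single concentration, DMSO 1% | Incubation: Overnight seeding at 37 °C, 6 h compound treatment at 37 °C | Detection: Steady-Glo luminescence read | Read-out basis: % activation of reporter signal versus tunicamycin and DMSO controls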
# Mdm2-MdmX inh: disrupts the human Mdm2-MdmX interaction. O15151+Q00987. SaOS-2 split-luciferase Mdm2/MdmX complementation, luminescence. inhibition, % at 8 µM. hit rate 3% among 330,000;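 active means inhibition of at least 50% at 8 µM in the primary screen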
# CXCR6 block: inhibitors of human CXCR6 receptor; O00574; CHO-K1 PathHunter CXCR6 beta-arrestin, luminescence; inhibition, % at 20 µM; hit rate 0.36% among 360,000; in the data active means inhibition above about 34%, passing the limit was not always enough;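 further: antagonist mode with CXCL16 agonist at 10 nM final; 0% = 10 nM CXCL16 with DMSO and 100% = unstimulated wells without agonist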
# APJ antagonist: blocks the human apelin receptor APJ | hit rate 0.32% among 330,000 | P35414 | inhibition, % at 20 µM | CHO-K1 APJ beta-arrestin complementation, luminescence;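 active means inhibition above about 40% at 20 µM, limit read from the data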;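 further: cells challenged with 10 nM apelin-13 agonist together with compound; plate controls were apelin-13 plus DMSO wells for no effect and DMSO wells lacking apelin-13 for full effect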
# tim23-1 inh: tim23-1 yeast growth inhibition; hit rate 1.3% among 330,000; AID 463212; inhibition, % at 20 µM; S. cerevisiae tim23-1 growth, BacTiter-Glo luminescence, 24 h;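 active means growth inhibition of the mutant yeast at or above 50%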;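 further: temperature-sensitive mutant grown at 25 °C; plate controls were DMSO-treated mutant yeast for no effect and medium wells lacking yeast for full effect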
# CCR6 antag: antagonists of human CCR6 receptor; inhibition, % at 20 µM; P51684; hit rate 0.49% among 340,000; CHO-K1 CCR6 PathHunter beta-arrestin, luminescence, CCL20-stimulated;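 active means compounds whose inhibition of the agonist-driven luminescence signal at 20 µM reaches about 50%, limit read from the data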;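 further: cells stimulated with CCL20 at 14 nM final; plate controls were DMSO with CCL20 for no effect and DMSO without agonist for full effect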
# Target sequence (P51684 whole entry, looked up): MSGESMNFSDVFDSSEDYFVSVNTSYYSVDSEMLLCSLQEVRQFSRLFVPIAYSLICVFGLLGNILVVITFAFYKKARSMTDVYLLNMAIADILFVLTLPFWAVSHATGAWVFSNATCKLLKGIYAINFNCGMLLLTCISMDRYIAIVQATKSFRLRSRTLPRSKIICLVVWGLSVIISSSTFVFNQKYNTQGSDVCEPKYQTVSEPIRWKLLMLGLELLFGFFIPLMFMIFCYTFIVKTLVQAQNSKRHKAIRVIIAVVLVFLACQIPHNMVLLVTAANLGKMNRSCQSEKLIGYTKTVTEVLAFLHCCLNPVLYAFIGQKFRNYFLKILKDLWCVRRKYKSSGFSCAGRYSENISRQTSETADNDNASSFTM
# EBI2 block: EBI2 (human) antagonism | P32249 | EBI2 beta-arrestin recruitment, luminescence, 7a,25-OHC stimulated | inhibition, % at 5 µM | hit rate 0.81% among 360,000 | AID 651636; in the data active means inhibition above about 38%;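 further: enzyme fragment complementation signal reports receptor beta-arrestin coupling in cells; 0% = agonist plus DMSO wells and 100% = wells without agonist; some results beyond the cut were filed as inactive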
# * marks the source's active call; other numbers are inactive results; nt = not tested or not shown.
SMILES,UPR CHOP act,APJ agonist,XBP1 UPR activ,Mdm2-MdmX inh,CXCR6 block,APJ antagonist,tim23-1 inh,CCR6 antag,EBI2 block
Nc1cc(C(=O)O)c(N)c2c1C(=O)c1ccccc1C2=O,-1.8,2,-3,6,33,8,28,39,-5
Cn1ccnc1SCC(=O)Nc1cccc(C(F)(F)F)c1,1.8,-2,0,-8,2,-8,11,5,-12
CN(C(=O)COc1ccc2ccc(=O)oc2c1)C1CCS(=O)(=O)C1 (stereo unspecified),0.3,3,-4,9,-1,11,4,9,-15
O=C1CN(S(=O)(=O)c2ccc(Br)cc2)c2ccccc2N1,1.6,-1,0,11,-13,-2,17,-7,1
COc1ccc(NC(=O)COC(=O)c2cc(S(=O)(=O)N3CCCC3)ccc2O)cc1,2.1,-7,-3,20,8,13,7,4,-1
CCOc1ccc(OCCC(=O)OCC(=O)Nc2cc(S(=O)(=O)N3CCOCC3)ccc2C)cc1,1.2,-1,-1,23,-8,2,6,10,-3
O=C(NCCCN1CCOCC1)c1cc2ccccc2cc1O,1.4,0,-1,10,-22,-17,-14,-22,-16
CCOc1ccccc1N(CC(=O)NCc1ccco1)C(=O)CCC(=O)Nc1nccs1,-1.6,-2,0,14,1,9,8,5,12
O=C(Nc1ccccc1)c1ccc[n+](Cc2ccc([N+](=O)[O-])cc2)c1,4.9,-1,2,-22,-6,5,4,-3,-5
O=S(=O)(Cc1ccccc1)Cc1cnc(Cl)s1,-0.4,-2,-4,4,0,-17,-5,5,-6
COc1cccc(Nc2nc(C)cc(C)c2C#N)c1,-0.7,-4,0,22,5,1,-2,11,3
O=C(Nc1ccccc1)C1CCCN1S(=O)(=O)c1cccs1 (stereo unspecified),1.2,-3,-3,17,-3,12,5,17,-6
O=C(NCc1cccc(F)c1F)C1CCC(=O)N(C2CCCCCC2)C1 (stereo unspecified),0.7,-6,-3,26,0,-12,17,6,3
CCN(c1ccccc1)S(=O)(=O)c1ccc(Cl)c(NC(=O)COC(=O)c2cccc(OC)c2O)c1,1.8,-3,-1,-12,14,24,-1,21,1
COc1ccc(C(O)C(CN2CCOCC2)c2ccccc2)cc1 (stereo unspecified),0.3,-3,3,-14,-9,0,16,7,-9
CCOc1cccc(C(=O)Nc2cccc(C(C)=O)c2)c1,-0.3,-1,-1,-1,15,-19,4,1,-1
COc1ccc(C)cc1Nc1n[n+](-c2ccccc2)c(-c2ccc(NC(C)=O)cc2)s1,-0.7,-6,-1,6,4,-47,6,10,-4
CCC(CC)C(=O)Oc1c(Sc2ccccc2[N+](=O)[O-])c(C)nn1C(C)(C)C,1.1,-2,0,1,-2,17,20,24,2
CCCCCCCC(=O)N/N=C/c1cccnc1,1.8,5,-2,-6,2,6,9,3,-3
CC(NC(=O)C(Cc1ccccc1)n1cccc1)c1ccccc1 (stereo unspecified),0.5,-5,2,9,-4,12,24,12,1

# 13 entries from above in a different format:
compound	UPR CHOP act	APJ agonist	XBP1 UPR activ	Mdm2-MdmX inh	CXCR6 block	APJ antagonist	tim23-1 inh	CCR6 antag	EBI2 block
CCOc1ccccc1N(CC(=O)NCc1ccco1)C(=O)CCC(=O)Nc1nccs1	-1.6	-2	0	14	1	9	8	5	12
O=C(Nc1ccccc1)c1ccc[n+](Cc2ccc([N+](=O)[O-])cc2)c1	4.9	-1	2	-22	-6	5	4	-3	-5
O=S(=O)(Cc1ccccc1)Cc1cnc(Cl)s1	-0.4	-2	-4	4	0	-17	-5	5	-6
COc1cccc(Nc2nc(C)cc(C)c2C#N)c1	-0.7	-4	0	22	5	1	-2	11	3
O=C(Nc1ccccc1)C1CCCN1S(=O)(=O)c1cccs1 (stereo unspecified)	1.2	-3	-3	17	-3	12	5	17	-6
O=C(NCc1cccc(F)c1F)C1CCC(=O)N(C2CCCCCC2)C1 (stereo unspecified)	0.7	-6	-3	26	0	-12	17	6	3
CCN(c1ccccc1)S(=O)(=O)c1ccc(Cl)c(NC(=O)COC(=O)c2cccc(OC)c2O)c1	1.8	-3	-1	-12	14	24	-1	21	1
COc1ccc(C(O)C(CN2CCOCC2)c2ccccc2)cc1 (stereo unspecified)	0.3	-3	3	-14	-9	0	16	7	-9
CCOc1cccc(C(=O)Nc2cccc(C(C)=O)c2)c1	-0.3	-1	-1	-1	15	-19	4	1	-1
COc1ccc(C)cc1Nc1n[n+](-c2ccccc2)c(-c2ccc(NC(C)=O)cc2)s1	-0.7	-6	-1	6	4	-47	6	10	-4
CCC(CC)C(=O)Oc1c(Sc2ccccc2[N+](=O)[O-])c(C)nn1C(C)(C)C	1.1	-2	0	1	-2	17	20	24	2
CCCCCCCC(=O)N/N=C/c1cccnc1	1.8	5	-2	-6	2	6	9	3	-3
CC(NC(=O)C(Cc1ccccc1)n1cccc1)c1ccccc1 (stereo unspecified)	0.5	-5	2	9	-4	12	24	12	1

# Next section:
SMILES,UPR CHOP act,APJ agonist,XBP1 UPR activ,Mdm2-MdmX inh,CXCR6 block,APJ antagonist,tim23-1 inh,CCR6 antag,EBI2 block
O=C(NCCNCc1ccc(F)cc1)c1ccco1,-0.1,-7,0,18,-19,3,-4,-1,-2
CCCCC(CC)COC1(c2ccccc2)OC(=O)c2ccccc21 (stereo unspecified),0.0,-5,-2,15,14,30,-6,19,22
O=C(c1ccc2c(=O)n(CCc3ccccc3)c(=O)[nH]c2c1)N1CCN(c2ccc(F)cc2)CC1,4.6,5,8,21,-11,-22,-13,-11,-9
O=C(NCCCNc1ccc([N+](=O)[O-])cc1)C(F)(F)F,0.6,-2,-2,6,3,5,-4,16,5
Cc1cc(C(=O)NC2CCC(O)CC2)c(C)o1 (stereo unspecified),1.0,-2,0,4,3,-1,6,2,-10
CS(=O)(=O)c1ccc2nc(NC(=O)c3ccco3)sc2c1,1.3,-3,-3,-9,4,-64,54*,5,-2
CCn1ncc([N+](=O)[O-])c1C(=O)Nc1nc2cccc(C)c2s1,-1.1,-2,-1,-8,-12,16,51*,4,-11
O=C(O)C1=C[C@@H](c2ccc(C(F)(F)F)cc2)C[C@@H](OCc2ccc(CO)cc2)O1,2.5,1,1,-1,-2,1,6,0,-5
COc1cc(C(=O)COC(=O)c2cnc(C)cn2)ccc1OC(F)F,0.8,5,-5,1,3,4,4,16,3
COCCn1c(SCC(=O)Nc2ccccc2OC)nc2c(oc3ccccc32)c1=O,-1.6,-3,4,15,4,8,6,8,-3
O=C(NC1CC1)c1cc(OCC(F)(F)F)ccc1OCC(F)(F)F,-0.5,-2,-1,7,-1,-18,13,3,-7
O=[N+]([O-])c1cccc(/C=N\N=C2c3ccccc3-c3ccccc32)c1O,1.7,-10,-2,-7,43*,54*,24,69*,-4
CC(C)(C)c1ccc(-c2nc3c(C#N)c(-c4ccc5c(c4)OCO5)ccn3n2)cc1,2.0,1,-1,-1,1,9,21,0,9
CCN1CCN(c2ccc(NC(=O)c3ccco3)cc2Cl)CC1,5.1,1,-7,-39,6,3,-13,5,-10
CCCOc1ccc(N2C(=O)CC(NCc3cccs3)C2=O)cc1 (stereo unspecified),-0.1,-3,-3,18,-3,9,2,-23,-5
O=C(CCCCCn1c(=O)[nH]c2ccsc2c1=O)NCc1ccc2c(c1)OCO2,2.8,-3,0,15,2,13,2,18,3
NC(=O)c1cc([N+](=O)[O-])ccc1N1CCCCC1,-0.5,-1,3,-3,-2,15,-7,6,-9
CC(C)COc1cccc(C(=O)NC2(C)CCS(=O)(=O)C2)c1 (stereo unspecified),1.0,3,-4,14,-2,-10,8,4,1
Cn1c(Cn2nnc3ccccc32)nnc1SCC(=O)N1c2ccccc2Sc2ccccc21,-2.4,-4,-1,11,6,11,16,11,27
Cc1ccsc1/C=N/NC(=O)c1nnn(-c2nonc2N)c1C(C)C,0.6,1,-3,12,7,8,23,6,-8
CCC(=O)N(CCc1ccccc1)Cc1cc2cc(C)ccc2[nH]c1=O,0.3,-1,0,-6,-8,19,5,24,12
CCn1c(C(=O)NC(C)c2ccc3c(c2)OCCO3)cc2sccc21 (stereo unspecified),0.7,-2,1,18,2,12,53*,-8,0
CCNS(=O)(=O)c1ccc(CCC(=O)NCc2ccccc2)cc1,0.4,-1,-2,3,-8,0,13,14,-1
Cc1ccc(Oc2ncccc2C(=O)NCC(=O)O)cc1,-0.6,2,-4,4,-5,1,11,4,-2
COc1ccc(-c2noc(CCC(=O)N3CCN(c4cccc(C)c4)CC3)n2)cc1,2.4,nt,-2,40,-3,nt,29,28,-2
O=C(Nc1cc(C(F)(F)F)ccc1N1CCOCC1)c1cncc(Br)c1,-1.7,-4,-1,14,-5,5,20,14,1
Cc1ccccc1Nc1nc(N)nc(COC(=O)CCNS(=O)(=O)c2ccccc2)n1,0.2,15,-3,6,-4,-31,12,6,-17
COc1ccccc1C(c1c(N)n(C)c(=O)n(C)c1=O)C(C)[N+](=O)[O-] (stereo unspecified),3.3,-3,-2,11,1,3,10,-3,-14
CC(C)c1ccc(NC2CCCN(C(=O)c3ccco3)C2)cc1 (stereo unspecified),-1.3,-4,-2,12,-3,7,26,9,3
CCn1c(=O)[nH]c2cc(C(=O)N3CCN(c4ccccc4)CC3)ccc2c1=O,-1.3,-2,0,13,-4,3,3,-1,-2
Cc1c(NC(=S)N/N=C/C=C/c2ccccc2)c(=O)n(-c2ccccc2)n1C,2.2,-3,0,21,7,22,4,-2,7
O=C(COC(=O)c1ccc(S(=O)(=O)N2CCCCC2)cc1)Nc1ccccc1,0.0,0,0,-32,0,-11,17,14,-7
COc1ccc(C)cc1NC(=S)NC(C)c1ccc(OC)c(OC)c1 (stereo unspecified),-1.0,-5,-4,5,20,-2,36,31,-11
CCCCCNC(=O)CCc1ccccc1,0.7,-5,1,34,4,-5,2,-14,11
CC(C(=O)Nc1ccccc1C(=O)O)n1c(C(F)(F)F)nc2ccccc21 (stereo unspecified),-1.5,-2,-3,-5,0,0,1,-1,-15
O=C(Oc1ccc(Cl)c2ccccc12)N1CCCCC1,1.7,-1,5,-18,1,11,35,4,14

# Record cards (already shown). Screens in order: UPR CHOP act	APJ agonist	XBP1 UPR activ	Mdm2-MdmX inh	CXCR6 block	APJ antagonist	tim23-1 inh	CCR6 antag	EBI2 block
# Shown for COc1ccc(C)cc1NC(=S)NC(C)c1ccc(OC)c(OC)c1 (stereo unspecified) : -1.0	-5	-4	5	20	-2	36	31	-11
# Shown for CC(C(=O)Nc1ccccc1C(=O)O)n1c(C(F)(F)F)nc2ccccc21 (stereo unspecified) : -1.5	-2	-3	-5	0	0	1	-1	-15

# Only part of the results is shown. The share of hits here may be higher or lower than overall.
